HADH2 inh – qHTS Assay for Inhibitors of HADH2 (Hydroxyacyl-Coenzyme A Dehydrogenase, Type II); 3-hydroxyacyl-CoA dehydrogenase type-2 (Homo sapiens), Q99714; recombinant HADH2, NADH fluorescence, beta-hydroxybutyryl-CoA; Potency, µM (top dose mostly 57.1 µM), for the others: top-dose activity change, negative = inhibition, hits mostly inhibitors; 73,000 compounds, 3.4% hits; AID 886, 2007; further: potency means the concentration at half of the fitted maximal effect; on the % scale 0 is the no-effect control and ±100 the full control effect; nearly all actives have a fitted effect of over 60% in size; many of its hits are not listed in these tables
Target sequence (Q99714 whole entry, looked up, one chain of several): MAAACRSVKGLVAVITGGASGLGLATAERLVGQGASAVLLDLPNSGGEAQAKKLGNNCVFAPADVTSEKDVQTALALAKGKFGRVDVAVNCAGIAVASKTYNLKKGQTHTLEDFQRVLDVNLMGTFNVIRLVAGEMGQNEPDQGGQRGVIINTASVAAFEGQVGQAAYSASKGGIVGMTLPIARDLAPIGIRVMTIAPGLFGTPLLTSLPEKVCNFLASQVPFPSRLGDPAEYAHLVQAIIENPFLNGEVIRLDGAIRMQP
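His-tagged recombinant enzyme from E. coli, 20 nM, preincubated 15 min RT with compound; reaction started with 1 mM NAD+ and 90 uM beta-hydroxybutyryl-CoA in 100 mM Tris-HCl pH 9.0. NADH fluorescence (ex 360/em 450) read over 4 min; last-minus-first difference.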
15-hLO inh – qHTS Assay for Inhibitors of 15-hLO (15-human lipoxygenase); Polyunsaturated fatty acid lipoxygenase ALOX15 (Homo sapiens), P16050; purified 15hLO-1, xylenol orange hydroperoxide absorbance; Potency, µM (titrated, usually from 57.1 µM), without a hit: top-dose activity change, negative = inhibition, usual class: inhibitors; 74,000 compounds, 1.4% hits; further: potency means the concentration at half of the fitted maximal effect; on the % scale 0 is the no-effect control and ±100 the full control effect; nearly all actives have a fitted effect of over 55% in size
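Hydroperoxide formed from arachidonic acid (50 uM) by purified human 15hLO-1 (40 nM) oxidizes ferrous iron, and the ferric-xylenol orange complex is read at 573 versus 405 nm. Compounds were preincubated 15 min; reaction ran 6 min at room temperature.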
CRE Fsk mod – Cell signaling CRE-BLA (Fsk stim); CHO CRE-bla reporter (cAMP response element driving beta-lactamase), forskolin EC10, beta-lactamase ratio; Potency, µM (titrated, usually from 38.2 µM), for inactives: at the top dose activity change, negative = inhibition, most hits filed as activators; 71,000 compounds, 2.5% hits; AID 662, 2007; active means well fitted activation curve with a large enough effect in the signal ratio, with a control signal flat, not every such curve was filed as active; inconclusive means small, poorly fitted or top-dose-only effect, or effect the other way, or a change in a side signal; the % refers to the signal ratio; further: potency means the concentration at half of the fitted maximal effect; % of control where 0% means no effect
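CRE-bla CHO cells stimulated with EC10 NKH 477 (water-soluble forskolin) and compound titrations, 3 h at 37C; beta-lactamase read with CCF4 after 2 h at room temperature. Activity from 460/530 nm emission ratio, AC50 values for positive or negative modulation.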
ERK AVP block – qHTS Assay for Inhibitors of the ERK Signaling Pathway using a Homogeneous Screening Assay; HEK293-V1b, vasopressin-stimulated pERK AlphaScreen; Potency, µM (top dose mostly 57.5 µM), for the others: top-dose activity, negative = inhibition, usual class: inhibitors; 72,000 compounds, 0.99% hits; AID 995, 2007; further: potency means the concentration at half of the fitted maximal effect; on the % scale 0 is the no-effect control and ±100 the full control effect; nearly all actives have a fitted effect of over 55% in size
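qHTS, compounds titrated on V1b-expressing HEK293 cells. Preincubation 30 min at 37C, vasopressin 25 nM for 5 min, lysis 10 min, bead incubation 5 hr at room temperature.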
Tau fil binding – qHTS Assay for Tau Filament Binding; Microtubule-associated protein tau (Homo sapiens), P10636; recombinant tau filaments, thioflavin S fluorescence, 15 h; filaments grown with octadecylsulfate alongside compound; Potency, µM (series often up to 57.1 µM), inactives show top-dose activity change, negative = inhibition; 71,000 compounds, 2% hits; AID 596, 2007;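 further: potency means the concentration at half of the fitted maximal effect; on the % scale 0 is the no-effect control and ±100 the full control effect; actives lower thioflavin S fluorescence by blocking filaments or displacing dye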
Target sequence (P10636 whole entry, looked up): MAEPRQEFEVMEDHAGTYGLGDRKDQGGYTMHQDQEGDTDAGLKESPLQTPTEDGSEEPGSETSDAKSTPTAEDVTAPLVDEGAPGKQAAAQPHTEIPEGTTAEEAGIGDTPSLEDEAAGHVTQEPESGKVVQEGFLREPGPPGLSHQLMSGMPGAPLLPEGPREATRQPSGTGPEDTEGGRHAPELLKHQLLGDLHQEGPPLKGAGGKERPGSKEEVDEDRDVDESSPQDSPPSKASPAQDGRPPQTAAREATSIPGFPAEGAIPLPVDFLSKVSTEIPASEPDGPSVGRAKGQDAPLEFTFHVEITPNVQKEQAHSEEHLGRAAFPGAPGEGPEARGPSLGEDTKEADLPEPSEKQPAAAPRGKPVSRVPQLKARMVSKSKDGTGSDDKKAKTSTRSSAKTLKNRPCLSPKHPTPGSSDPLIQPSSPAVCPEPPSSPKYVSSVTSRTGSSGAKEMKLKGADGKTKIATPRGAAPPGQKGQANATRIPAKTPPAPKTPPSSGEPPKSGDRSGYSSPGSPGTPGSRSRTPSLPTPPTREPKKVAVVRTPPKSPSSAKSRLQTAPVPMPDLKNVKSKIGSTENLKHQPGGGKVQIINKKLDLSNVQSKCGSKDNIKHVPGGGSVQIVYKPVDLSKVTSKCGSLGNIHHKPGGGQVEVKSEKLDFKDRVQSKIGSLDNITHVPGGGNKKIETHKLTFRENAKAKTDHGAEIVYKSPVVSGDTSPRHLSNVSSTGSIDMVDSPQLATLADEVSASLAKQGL
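Assay mix: 1 uM His-tagged tau, 30 uM sodium octadecylsulfate, thioflavine S dye in HEPES/NaCl/DTT buffer. Compound is added prior to the inducer. Fluorescence after 15 h at 37 C.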
HBB splice mod – qHTS Assay for Modulators of Hemoglobin Beta Chain Splicing; 65,000 compounds, 0.06% hits; Potency, µM (highest dose often 46.1 µM), inactives show at the highest dose activation, actives largely listed as activators; HBB splicing reporter cell assay, activation; EGFP reporter with mutant IVS2-654 intron; response scale: normalised to 500 nM splice-correcting PNA; further: potency means the concentration at half of the fitted maximal effect; 0% is about no effect
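HeLa cells stably expressing EGFP interrupted by mutant beta-globin intron 2 (IVS2-654), 500/well in 2% FCS. Treated with compound for 2 days at 37C. Splicing correction scored as total well GFP intensity (488 nm excitation, 500-520 nm emission); 500 nM antisense PNA served as control.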
Ub-GFP proteasome – Ubiquitin-GFP Assay. Ubiquitin-GFP reporter cells, proteasome inhibition, GFP fluorescence; response scale: untreated = 0%, 10 µM MG-132 = 100%. Potency, µM (titrated, usually from 45.9 µM), inactives show at the highest dose activation (GFP accumulation), usual class: activators. 67,000 tested, under 10 active. AID 526, 2006; active means well fitted activation curve with a large enough effect, not every such curve was filed as active; inconclusive means small, poorly fitted or top-dose-only effect, or another doubt; inactive means no such curve, though single readings can be large or run the other way; further: potency means the concentration at half of the fitted maximal effect
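U2OS Ub(G76V)-GFP reporter; O/N plating, 0.5% FBS; cpd 46 uM–2.9 nM, 4 h, 37 °C; GFP+ cell count, 488/515 nm; norm. to basal vs 10 uM MG-132; CRC fit.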
Luciferase inh – qHTS Assay for Inhibitors of Firefly Luciferase. Potency, µM (highest dose often 57.1 µM), without a hit: top-dose activity change, negative = inhibition, hits mostly inhibitors. purified firefly luciferase, luminescence, 8 min. Luciferin 4-monooxygenase (Photinus pyralis), P08659. 72,000 compounds, 2.2% hits; further: potency means the concentration at half of the fitted maximal effect; on the % scale 0 is the no-effect control and ±100 the full control effect; nearly all actives have a fitted effect of over 40% in size
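Firefly luciferase (PKLight detection mix) with 10 uM ATP in pH 7.2 imidazole buffer (KCl, MgCl2, Tween 20, BSA). Compounds tested across a concentration series (qHTS). Luminescence read after 8 min at ambient temperature.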
GFP derepression – qHTS Assay for Epigenetic Modulators. Potency, µM (titrated, usually from 46.1 µM), without a hit: top-dose GFP derepression (activation). AID 597, 2007. 68,000 compounds, 0.09% hits. mouse C127i GFP locus derepression, cytometry, 30 h; further: % of control where 0% means no effect
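Murine C127i mammary cells carrying a silenced, stably integrated CMV-driven GFP reporter were treated with compound for 30 hours at 37 C. After PBS washes, GFP-positive cells were counted by laser-scanning microplate cytometry.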
DNA Pol III inh – qHTS Assay for Inhibitors of DNA Polymerase III Holoenzyme System | reconstituted DNA polymerase III holoenzyme replication, biochemical | Potency, µM (titrated, usually from 57.1 µM), for inactives: at the highest dose activity change, negative = inhibition | 71,000 compounds, 0.25% hits | AID 603, 2007; further: potency means the concentration at half of the fitted maximal effect; on the % scale 0 is the no-effect control and ±100 the full control effect
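Reconstituted *E. coli* holoenzyme (0.35 nM Pol III, 1 nM beta, 154 nM SSB, 2 nM primase) was preincubated with compound for 15 min at RT. Synthesis on 1.4 nM ssM13Gori ran 35 min, then was stopped with PicoGreen/EDTA and read as dsDNA fluorescence.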
Hsp90 Hop PPI – qHTS Assay for Disrupters of an Hsp90 Co-Chaperone Interaction; Potency, µM (series often up to 57 µM), inactives show top-dose activity change, negative = inhibition; 71,000 compounds, 0.44% hits; Hsp90 C-terminal peptide / TPR2A (Hop) interaction, human; AlphaScreen TPR2A-His6 binding biotin-Hsp90 C-terminal peptide; active means well fitted curve in either direction with a large enough effect; inconclusive means small, poorly fitted or top-dose-only effect, or another doubt; further: potency means the concentration at half of the fitted maximal effect; on the % scale 0 is the no-effect control and ±100 the full control effect; many of its hits are not listed in these tables
An asterisk follows results filed as active; ? = inconclusive; nt = not tested or not shown; [ ] = another dose, or the depositor's remark. Unless noted, the call rests on the fitted dose curve; in most records, active means well fitted curve in the direction sought with a large enough effect; inconclusive means small, poorly fitted or top-dose-only effect, or another doubt; inactive means no such curve, though single readings can be large; an effect the other way counts as inactive or inconclusive. Only part of the results is shown; rates above refer to the full screens.

SMILES | HADH2 inh | 15-hLO inh | CRE Fsk mod | ERK AVP block | Tau fil binding | HBB splice mod | Ub-GFP proteasome | Luciferase inh | GFP derepression | DNA Pol III inh | Hsp90 Hop PPI
COc1cc(OC)c(C2C(C(=O)N3CCOCC3)=C(C)NC3=C2C(=O)CC(C)(C)C3)cc1OC (centres undefined) | 6% | 3% | -4% | -14% | 6% | -0.5% | 3% | 3% | 2% | -3% | -3%
CC1CCN(CCCNC(=O)Cc2c(C(=O)O)n(C)c3ccccc23)CC1 | 3% | -1% | -3% | -5% | 7% | -0.2% | -7% | 0% | 4% | -4% | -4%
CCOC(=O)C1CCN(c2c(NC3CCCc4ccccc43)c(=O)c2=O)CC1 (centres undefined) | -5% | -5% | -9% | -10% | -6% | -0.5% | 12% | 1% | 3% | -4% | 2%
O=C(CCc1ccc(S(=O)(=O)N2CCOCC2)cc1)Oc1ccccc1 | 11% | -7% | -5% | 6% | -8% | 3.3% | -7% | -1% | 0% | 5% | ?
COC(=O)c1ccc(COc2ccc3c(C)c(C)c(=O)oc3c2C)o1 | 19%[11.4 µM] | 0%[11.4 µM] | ? | -9% | 39%[11.4 µM] | -3.0%[0.0738 µM] | -1%[9.17 µM] | -9% | 4% | -4%[11.4 µM] | 1%[11 µM]
COC(=O)c1ccc(NC(=O)c2ccccc2NS(C)(=O)=O)cc1 | -4% | -2% | 15% | -19% | 2% | -1.6% | 1% | 16µM* | 6% | 1% | 3%
CCCC1(C(=O)OC)C=C2C(=C(C(C)C)C(=O)C2C)CN1 (centres undefined) | 16% | nt | ? | 23% | 54% | -0.5% | nt | nt | nt | 6% | 0%
COc1ccc(-n2nc(C(=O)N3CCN(c4ccc(F)cc4)CC3)c3ccccc3c2=O)c(OC)c1 | -1% | -9% | 3% | -7% | -1% | -0.1% | 0% | 0% | 4% | 1% | -4%
C[C@]1(C(=O)NCCCNc2ncc(C(F)(F)F)cc2Cl)C=C[C@@H](Cc2ccccc2)N1C(=O)c1ccccc1 | 9% | -14% | -9% | 0% | 120% | -1.1% | nt | nt | nt | -3% | -4%
CC(=O)Nc1nc2ccccc2n1CCN(C)C | -1% | -1% | 7% | -1% | 2% | -8.2% | 1% | 1% | 2% | 3% | -2%
CCOc1ccc(N/C(SC)=C(/C#N)C(N)=O)cc1 | 2% | 4% | -8% | -22% | 4% | 5.1%[0.369 µM] | nt | -3% | -2% | -12% | -2%
CC(NC(=O)C1CCC1)c1ccc(Cl)cc1 (centres undefined) | -2% | 11% | -9% | -12% | 14% | -0.6% | -2% | 0% | -1% | -3% | -4%
COc1cccc(-n2c(Cc3cc(=O)[nH]c(=O)[nH]3)nnc2SC(C)C)c1 | 6% | 4% | -4% | -10% | 11% | -0.7% | -9% | 0% | nt | 0% | -4%[2.3 µM]
O=C(O)CCC(=O)Nc1ccc(Br)cn1 | 16% | -10% | ? | -8% | -8% | 1.9% | 1% | 0% | -2% | -2% | -4%
CC(C1CC1)N(C(=O)NC1CCS(=O)(=O)C1)c1ccccc1 (centres undefined) | 8% | 7% | 8% | -7% | 6% | 1.2%[57.5 µM] | 0% | 0% | 6% | -2% | -2%
COc1nc(N)nc(CC(=O)C2CC2)n1 | 2% | 3% | 0% | -7% | 6% | 2.4% | -10% | -10% | -1% | 0% | 2%
CN(CC(=O)NC1CCCc2ccccc21)S(=O)(=O)c1ccc2c(c1)c(=O)n(C)c(=O)n2C (centres undefined) | -5% | -4% | -6% | -21% | 81% | -0.7% | 6% | 1% | nt | 1% | -6%[2.3 µM]
Nn1c(SCC(=O)N2CCOCC2)nnc1-c1ccc(Cl)cc1Cl | -5% | 7% | 0% | 6% | 8% | 0.1%[57.5 µM] | 2% | -3% | -2% | -6% | 0%
COCCn1c(CCC(=O)O)nc2c1c(=O)[nH]c(=O)n2CC(C)C | -1% | 4% | ? | 10% | 5% | -0.7% | -1% | 0% | -2% | 10% | -3%
CCSc1sccc1C1C(C#N)=C(N)N(c2cccnc2)C2=C1C(=O)CCC2 (centres undefined) | ? | ? | -11% | 32µM* | ? | -0.8% | 0% | -2% | 0% | -4% | -14%
Cc1ccc2c(CC(=O)OCc3nc(N)nc(Nc4ccccc4C)n3)coc2c1 | 13% | 5% | ? | -27% | -4% | -3.6% | 4% | 3% | 1% | -2% | -10%
COc1ccc2c(c1)c(CC(=O)O)c(C)n2C(=O)c1ccccc1 | -4% | 10% | -13% | 24% | 4% | -0.3% | 2% | 1% | -2% | 1% | -3%
C[C@H](NC(=O)Nc1ccc2c(c1)OCCO2)C(=O)O | 2% | 10% | -1% | 4% | -2% | 4.2%[57.5 µM] | -3% | 0% | -2% | 4% | -3%
CCC(=O)Nc1cc(C(F)(F)F)ccc1N1CCOCC1 | 20% | 6% | 12% | 0% | -11% | nt | 0% | 0% | -2% | -3% | -3%
Cc1cc(N(C)C)c(C#N)c(NCc2ccccc2)n1 | -3% | 0% | ? | 23% | -1% | -5.5%[0.369 µM] | 6% | 1% | 0% | -1% | 8%
CC(C)[C@H](NC(=O)NCc1ccc(Cl)cc1)C(=O)O | 6% | 3% | -7% | -2% | -7% | -1.0% | -2% | -3% | -3% | -5% | -1%
COc1cccc([C@H]2Oc3ccc(OC)cc3/C(=N\OCC[C@@H]3C=C[C@H](OC(C)=O)[C@H](COC(C)=O)O3)[C@@H]2O)c1 | 0%[11.4 µM] | 7%[11.4 µM] | nt | 11%[11.5 µM] | nt | -1.1%[9.22 µM] | nt | -1%[11.4 µM] | nt | nt | nt
O=C(NCCCN1CCCC1=O)c1ccc(Cl)c(NS(=O)(=O)c2ccc(F)cc2)c1 | ? | 13% | -6% | -5% | 15% | -2.2% | 3% | 0% | 2% | -3% | 0%
Cc1ccc(N2C(=O)c3n[nH]c(C)c3C2c2ccccn2)cc1 (centres undefined) | 7% | 16% | 5% | 1% | -2% | -1.1%[57.5 µM] | -1% | -4% | -2% | -1% | -1%
COC(=O)c1ccc(COc2cccc(OC)c2)o1 | -6% | 1% | 10% | 5% | 0% | 0.4% | -7% | -10% | 0% | -4% | 9%

Quoted at random: five entries already listed, in no set order.
SMILES | HADH2 inh | 15-hLO inh | CRE Fsk mod | ERK AVP block | Tau fil binding | HBB splice mod | Ub-GFP proteasome | Luciferase inh | GFP derepression | DNA Pol III inh | Hsp90 Hop PPI
C[C@H](NC(=O)Nc1ccc2c(c1)OCCO2)C(=O)O | 2% | 10% | -1% | 4% | -2% | 4.2%[57.5 µM] | -3% | 0% | -2% | 4% | -3%
CN(CC(=O)NC1CCCc2ccccc21)S(=O)(=O)c1ccc2c(c1)c(=O)n(C)c(=O)n2C (centres undefined) | -5% | -4% | -6% | -21% | 81% | -0.7% | 6% | 1% | nt | 1% | -6%[2.3 µM]
CCSc1sccc1C1C(C#N)=C(N)N(c2cccnc2)C2=C1C(=O)CCC2 (centres undefined) | ? | ? | -11% | 32µM* | ? | -0.8% | 0% | -2% | 0% | -4% | -14%
CC(C)[C@H](NC(=O)NCc1ccc(Cl)cc1)C(=O)O | 6% | 3% | -7% | -2% | -7% | -1.0% | -2% | -3% | -3% | -5% | -1%
COCCn1c(CCC(=O)O)nc2c1c(=O)[nH]c(=O)n2CC(C)C | -1% | 4% | ? | 10% | 5% | -0.7% | -1% | 0% | -2% | 10% | -3%
